JMJD2A Tudor inh – blocks the human JMJD2A Tudor domain | O75164 | AlphaScreen JMJD2A-Tudor / H3K4me3 peptide binding | Potency, µM (doses to about 114 µM), inactives show at the top dose activity change, negative = inhibition, most hits filed as inhibitors | hit rate 4.4% among 390,000 | AID 504339; note: % is set by controls: 0 for no effect and ±100 for the full control effect; nearly all actives have a fitted effect of over 50% in size
POLI inh – DNA polymerase iota (human) inhibition; Q9UNA4; Pol iota fluorescent replication assay, 10 min; Potency, µM (top dose mostly 115 µM), for inactives: at the highest dose activity, negative = inhibition, hits mostly inhibitors; hit rate 1% among 390,000
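Fluorescent replication assay read twice, at 0 min and 10 min after adding 50 nM (final) substrate. Enzyme (10 nM) and compounds were first incubated 15 min at room temperature; enzyme-free buffer wells were negative controls.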
Pol eta inh – inhibitors of human DNA polymerase eta. Q9Y253. recombinant Pol eta, fluorescent DNA replication assay. Potency, µM (top dose mostly 114 µM), inactives show at the highest dose activity change, negative = inhibition, hits mostly inhibitors. hit rate 1.2% among 390,000; note: % is set by controls: 0 for no effect and ±100 for the full control effect
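Fluorescent replication assay: 50 nM final substrate added after a 15 min room-temperature compound preincubation with 10 nM enzyme. Signal taken at 0 min and again at 10 min.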
POLB inh – DNA polymerase beta (human) inhibition; Pol beta primer extension/strand displacement, fluorescence kinetic; Potency, µM (top dose mostly 114 µM), for inactives: top-dose activity change, negative = inhibition, usual class: inhibitors; hit rate 1.3% among 340,000; AID 485314; note: % is set by controls: 0 for no effect and ±100 for the full control effect
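10 nM enzyme + cpd, 15 min RT; start with substrate 50 nM final; read 0 min and after 10 min RT. Corrected, normalized data; 4-parameter Hill curve fit.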
G9a inh – blocks human histone lysine methyltransferase G9a | G9a H3K9 monomethylation, AlphaScreen, 2 h | AID 504332 | hit rate 8.8% among 350,000 | Potency, µM (highest dose often 102 µM), inactives show top-dose activity, negative = inhibition, most hits filed as inhibitors; note: % is set by controls: 0 for no effect and ±100 for the full control effect; nearly all actives have a fitted effect of over 75% in size
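Readings reflect AlphaScreen signal from monomethyl-H3K9 antibody detection. HMT at 20 nM; substrate b-H3K9 500 nM; cofactor SAM 20 uM; 2 h RT reaction; compounds tested as titrations in qHTS with 15 min preincubation.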
BAZ2B block – BAZ2B (human) inhibition; hit rate 4.4% among 360,000; AlphaScreen BAZ2B-H3K14Ac peptide displacement; AID 504333; Q9UIF8; Potency, µM (titrated, usually from 114 µM), for the others: top-dose activity change, negative = inhibition, usual class: inhibitors; note: % is set by controls: 0 for no effect and ±100 for the full control effect; nearly all actives have a fitted effect of over 60% in size
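Inhibition is scored as reduced AlphaScreen emission. The BAZ2B/b-H3(5-23)K14Ac complex (50 nM each) in PBS pH 7.4, 0.01% Tween-20 meets compound (up to 110 uM) for 30 min at RT before bead addition.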
Pol kappa inh – inhibitors of human DNA polymerase kappa; purified Pol kappa, fluorescent DNA synthesis assay, 10 min; Q9UBT6; hit rate 0.53% among 400,000; Potency, µM (titrated, usually from 107 µM), without a hit: top-dose activity, negative = inhibition, most hits filed as inhibitors; note: % is set by controls: 0 for no effect and ±100 for the full control effect
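Activity was followed as the change in fluorescence between reads at 0 and 10 min after starting the reaction with 50 nM substrate. Beforehand, 10 nM polymerase had been preincubated with compound for 15 min at room temperature.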
APE1 inh – blocks human APE1 abasic DNA cleavage | Potency, µM (series often up to 65.8 µM), inactives show at the highest dose activity change, negative = inhibition, usual class: inhibitors | AID 2517 | recombinant APE1, TAMRA/BHQ-2 abasic DNA cleavage fluorescence | hit rate 0.35% among 350,000 | P27695;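 note: plate controls were vehicle for no effect and reference inhibitor for full effect; nearly all actives have a fitted effect of over 55% in size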
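Activity was derived from the fluorescence gain between first and third kinetic reads (60 s intervals, ex 525/em 598 nm) after 50 nM THF-abasic TAMRA/BHQ-2 duplex was added to 0.75 nM APE1 preincubated 15 min with compound.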
BLM inh – blocks DNA unwinding by human BLM helicase. Potency, µM (top dose mostly 56.1 µM), without a hit: at the highest dose activity change, negative = inhibition, hits mostly inhibitors. hit rate 0.2% among 350,000. recombinant BLM DNA unwinding, fluorescence dequenching. AID 2528;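 note: plate controls were vehicle for no effect and no enzyme for full effect; nearly all actives have a fitted effect of over 35% in size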
Target sequence (P54132 whole entry, looked up): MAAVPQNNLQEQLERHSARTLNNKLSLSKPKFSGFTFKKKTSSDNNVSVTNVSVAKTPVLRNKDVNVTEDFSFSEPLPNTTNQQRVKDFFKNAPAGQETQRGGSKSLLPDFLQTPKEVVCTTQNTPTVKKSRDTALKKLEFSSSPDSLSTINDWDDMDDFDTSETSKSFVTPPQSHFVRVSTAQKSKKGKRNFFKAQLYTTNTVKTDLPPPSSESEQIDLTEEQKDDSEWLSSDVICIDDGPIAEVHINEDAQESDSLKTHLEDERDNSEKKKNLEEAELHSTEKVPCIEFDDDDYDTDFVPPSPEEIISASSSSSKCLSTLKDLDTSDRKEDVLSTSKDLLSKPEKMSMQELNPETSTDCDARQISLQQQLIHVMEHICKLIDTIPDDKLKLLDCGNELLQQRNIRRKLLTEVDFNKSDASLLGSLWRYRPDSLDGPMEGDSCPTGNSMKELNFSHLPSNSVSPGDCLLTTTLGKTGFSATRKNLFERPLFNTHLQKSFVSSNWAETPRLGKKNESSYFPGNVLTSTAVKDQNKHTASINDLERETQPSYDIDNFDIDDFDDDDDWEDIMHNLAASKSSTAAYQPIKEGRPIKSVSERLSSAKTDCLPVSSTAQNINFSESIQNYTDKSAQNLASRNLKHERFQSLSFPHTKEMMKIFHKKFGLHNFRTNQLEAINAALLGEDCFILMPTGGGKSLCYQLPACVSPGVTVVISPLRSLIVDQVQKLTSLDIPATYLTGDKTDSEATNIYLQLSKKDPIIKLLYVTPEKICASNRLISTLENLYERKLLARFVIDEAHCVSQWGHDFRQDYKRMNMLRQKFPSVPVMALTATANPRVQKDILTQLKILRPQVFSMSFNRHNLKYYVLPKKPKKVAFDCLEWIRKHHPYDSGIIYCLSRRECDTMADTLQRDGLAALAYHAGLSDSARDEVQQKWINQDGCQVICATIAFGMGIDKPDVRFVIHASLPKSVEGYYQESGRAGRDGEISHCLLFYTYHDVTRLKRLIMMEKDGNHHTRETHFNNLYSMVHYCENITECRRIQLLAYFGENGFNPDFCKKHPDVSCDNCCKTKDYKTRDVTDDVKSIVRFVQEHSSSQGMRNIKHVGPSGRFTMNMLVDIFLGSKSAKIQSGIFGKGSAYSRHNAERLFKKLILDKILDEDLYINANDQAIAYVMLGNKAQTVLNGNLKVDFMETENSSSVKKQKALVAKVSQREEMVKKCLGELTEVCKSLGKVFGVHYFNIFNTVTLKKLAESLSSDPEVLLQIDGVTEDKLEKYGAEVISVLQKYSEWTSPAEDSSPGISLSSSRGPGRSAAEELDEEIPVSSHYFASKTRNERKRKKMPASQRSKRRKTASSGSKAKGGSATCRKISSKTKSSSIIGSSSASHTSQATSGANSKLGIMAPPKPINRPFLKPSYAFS
* hit, by the source's call; ? = inconclusive; · = no result given; & = joins results of further samples; [ ] = remark or other dose. Calls come from the whole dose curve; as a rule, active = well fitted curve in the direction sought with a large enough effect; inconclusive = small, poorly fitted or top-dose-only effect, or another doubt; inactive = no such curve, though single readings can be large; an effect the other way counts as inactive or inconclusive. Potency is the fitted concentration of half-maximal effect.

Each structure is followed by: G9a inh, Pol kappa inh, POLI inh, POLB inh, JMJD2A Tudor inh, BAZ2B block, BLM inh, Pol eta inh, APE1 inh
- COC1C(OC(=O)/C=C/C=C/C=C/C=C/C(=O)O)CCC2(CO2)C1C1(C)OC1CC=C(C)C (stereo not given) (tested in a mixture with another compound)
  ·, -6%, -21%, ·, -6%, ·, ·, 4%, ·
- Nc1ccc2sc(N)nc2c1
  -6%[0.501 µM], -5%, 21%, ·, -11%, 9%, ·, 3%, 32%
- Cc1ccc(/C=C/C(=O)NC2=NCCS2)cc1
  -10%[59 µM], 3%, 21%, 1%, -16%, -31%, -2%, -13%, 3%
- CCc1c(Cl)nc(N)nc1Nc1ccccc1Cl
  ·, -3%, 13%, ·, -7%, ·, ·, -10%, ·
- COC(=O)CSc1nnc(-c2cccs2)n1-c1ccc(Cl)cc1
  25%[59 µM], -17%, 20%, 3%, -17%[57.1 µM], 5%, -7%, 1%, 2%
- CCN(Cc1ccccc1)S(=O)(=O)CCNC(=O)c1ccccc1
  -2%, -8%, 34%[activator], ·, -4%, -2%, ·, -14%, 14%
- CCOC(=O)c1oc2ccc(S(=O)(=O)n3nc(-c4ccc(Br)cc4)cc3N)cc2c1C
  -34%[59 µM], 1%, -8%, 11%, -24%, -26%, -8%, -11%, ·
- CCC(C(=O)Nc1cc(C(=O)Nc2cc(C)ccn2)ccc1Cl)c1ccccc1 (stereo not given)
  1%[59 µM], -12%, -1%, -4%, -10%, -7%, -4%, -12%, 1%
- [O-]/C(=C(\C(=S)Nc1ccc(Cl)cc1)[n+]1ccccc1)c1ccc(OC(F)F)cc1
  11µM*, 3%, 26%, -1%, ?, ?, -4%, -18%, -1%
- COc1ccc(-c2nc(NC(=O)c3ccccc3)sc2-c2ccc([N+](=O)[O-])cc2)cc1
  19%, 8%, 17%, 22%, -32%, -2%[57.1 µM], -5%, -14%, -2%
- CC1(C)CC(=O)C(C=Nc2ccc(NC3=C(C#N)C(=O)CC(C)(C)C3)cc2)=C(O)C1
  36%, -2%, ?, 3%, -13%, -1%, -6%, -10%, 11%
- COc1ccc(NS(=O)(=O)c2cc(C(=O)N3CCN(C(C)=O)CC3)ccc2Cl)cc1
  -3%, 1%, 15%, 32%, -6%, ·, 1%, -10%, -4%
- CCC/C=C1/CCCOC(C(=O)NCc2cc(C)n(C)n2)(C(F)(F)F)C1 (stereo not given)
  ·, 1%&15%, 5%&25%, ·, -20%&-7%, ·, -2%, -2%, -2%
- CCc1c(C)[nH]c(C(=O)OCc2ccccc2)c1C
  0%, -20%, 4%, 0%, -14%, -19%, -8%, -7%, -1%
- CCC(C)NC(=O)C1CCC(CNS(=O)(=O)c2cccc3nsnc23)CC1 (stereo not given)
  44%, -3%&-4%, -29%&23%, 2%&32%, -23%&-7%, -3%&-7%, 2%&0%, 7%&-15%, 20%
- CCC(CC)c1nnc(NC(=O)CCN2C(=O)c3ccccc3C2=O)s1
  -1%, -26%, 15%, -2%, -13%, -3%, 3%, -8%, -6%
- COCCNC(=O)c1nn(-c2ccc(Cl)cc2)nc1CO
  5%[59 µM], 6%, 22%, 53%, -15%, -13%, 2%, 8%, ·
- COc1ccc(C)cc1NC(=O)Cn1cnc2sc(C)c(S(=O)(=O)N3CCOCC3)c2c1=O
  -4%[59 µM], -6%, 28%, 4%, -8%[57.1 µM], -5%, -6%, -13%, 4%
- O=C(O)CC12CC3CC(C1)CC(n1ncc(NCc4ccccc4)c(Cl)c1=O)(C3)C2
  -20%, -13%, 22%, 0%, -5%, -11%, -8%, -6%, 3%
- Cc1ccc(NC(=O)CN2CCCN(Cc3cc(C)ccc3C)S2(=O)=O)c(Cl)c1
  -22%[59 µM], -12%, 4%, -1%, -9%, -14%, -8%, -19%, ·

2 entries from above in a different format:
> CCN(Cc1ccccc1)S(=O)(=O)CCNC(=O)c1ccccc1
- G9a inh: -2%
- Pol kappa inh: -8%
- POLI inh: 34%[activator]
- POLB inh: ·
- JMJD2A Tudor inh: -4%
- BAZ2B block: -2%
- BLM inh: ·
- Pol eta inh: -14%
- APE1 inh: 14%
> CCOC(=O)c1oc2ccc(S(=O)(=O)n3nc(-c4ccc(Br)cc4)cc3N)cc2c1C
- G9a inh: -34%[59 µM]
- Pol kappa inh: 1%
- POLI inh: -8%
- POLB inh: 11%
- JMJD2A Tudor inh: -24%
- BAZ2B block: -26%
- BLM inh: -8%
- Pol eta inh: -11%
- APE1 inh: ·

Later entries.
Each structure is followed by: G9a inh, Pol kappa inh, POLI inh, POLB inh, JMJD2A Tudor inh, BAZ2B block, BLM inh, Pol eta inh, APE1 inh
- COc1ccc(-c2cc(C(=O)Oc3ccc([N+](=O)[O-])cc3)c3ccccc3n2)cc1
  6%[59 µM], -4%, 15%, 1%, -18%, 10%, -5%, -1%, 21%
- CCc1nnc2c3ccccc3nc(N3CCN(c4cc(C)ccc4C)CC3)n12
  -6%[59 µM], 2%, 5%, 2%, -12%, 2%[57.1 µM], 1%, -12%, ·
- Cc1ccn2c(Nc3c(C)cccc3C)c(-c3ccc(Cl)s3)nc2c1
  7.1µM*, 2%, 18%, 15%, ?, 5.6µM*, -9%, -17%, ·
- O=C(c1cc(-c2ccc(Cl)cc2Cl)on1)N1CCCC1
  -1%[59 µM], -2%, 2%, -10%, 22%, 11%, -2%, -16%, 33%[12.4 µM]
- O=C(COC(=O)C12CC3CC(CC(Cl)(C3)C1)C2)N1CCCCC1
  ·, -18%, ?, ·, 0%, ·, ·, -10%, 7%
- COc1ccc(C2NC(=O)N(C)C3=C2C(=O)N(c2ccc(Br)cc2)C3)cc1 (stereo not given)
  -6%[59 µM], -12%[60.1 µM], 21%, 2%, -18%, 29%, 1%, -27%, ·
- CCOCCCNC(=O)Cc1ccc(-n2c(CC)nc3cccnc32)cc1
  -23%, -2%, 25%, 22%, -10%, -2%, -1%, -19%, 45%[activator]
- Cc1ccc(-c2cc3ccccc3nc2N2CCCC2)cc1
  312%[activator][59 µM], -24%, 15%, 1%, 209%[activator], 220%[activator], -2%, -27%, -1%
- CCC(C)c1ccccc1NC(=O)c1cccc(-n2cnnn2)c1 (stereo not given)
  ·, -23%, 8%, ·, ?, ·, ·, -2%, 11%
- CC1CCCC(NC(=O)c2n[nH]c(=O)c3ccccc23)C1C (stereo not given)
  48%[12.7 µM], -1%, 23%, -1%, -3%, -5%, 0%, -9%, 2%
- CC1(C)CC(=O)C2=C(C1)N(CCN1CCOCC1)C1=C(C(=O)CC(C)(C)C1)C2c1ccc(Cl)cc1
  24%, 0%, 25%, -10%, -14%, 5%, 1%, -20%, 0%
- C=CCNC(=O)Nc1ccc(F)cc1F
  -17%, -13%, -11%, 2%, -9%, -13%, 0%, 0%, 3%
- CCOc1ccc2[nH]c3c(NCCOC)ncnc3c2c1
  17%, -1%, 20%, 12%, -15%, -2%, -9%, -7%, -21%
- N#Cc1ccc(S(=O)(=O)N2CCN(C(=O)[C@@H]3CCCN3C(=O)c3cccs3)CC2)cc1
  ·, -10%, -1%, ·, -6%, 10%, ·, -9%, -18%
- Cc1nn2c(=O)cc(CSc3ccccc3NC(=O)c3ccccc3)nc2s1
  -6%, 1%, -2%, 24%, -21%, 0%, -2%, -11%, 21%
- O=C(CN1C(=O)S/C(=C\C=C\c2ccccc2)C1=O)NC1CCS(=O)(=O)C1 (stereo not given)
  -8%[59 µM], -6%, -11%, 23%, ?, -11%, -3%, -16%, -11%
- CCC(=C/c1sc2ccc3ccccc3c2[n+]1C)/C=C1\Sc2ccc3ccccc3c2N1C
  3.2µM*, -19%, 0%, 0%, 50µM*, 50µM*, -7%, -10%, ?
- COc1ccc(Nc2nc(N(C)c3ccccc3)nc(N)c2[N+](=O)[O-])cc1
  -15%, 0%, 60%[activator], -1%, -13%, 0%, -2%, -18%, 10%
- O=S1(=O)CCOCCCN1Cc1ccc(Cl)cc1
  4%, 2%&11%, 24%&33%, 7%, -17%, -6%, 1%, -14%, 19%
- COC(=O)[C@H](CCSC)NC(=O)Nc1ccc(C)cc1
  ?, 1%, 25%, 11%, -15%, -4%, -1%, -7%, -4%

By substructure: the entries above with an aryl thioether with sulfur outside any ring (two)
Each structure is followed by: G9a inh, Pol kappa inh, POLI inh, POLB inh, JMJD2A Tudor inh, BAZ2B block, BLM inh, Pol eta inh, APE1 inh
- COC(=O)CSc1nnc(-c2cccs2)n1-c1ccc(Cl)cc1
  25%[59 µM], -17%, 20%, 3%, -17%[57.1 µM], 5%, -7%, 1%, 2%
- Cc1nn2c(=O)cc(CSc3ccccc3NC(=O)c3ccccc3)nc2s1
  -6%, 1%, -2%, 24%, -21%, 0%, -2%, -11%, 21%

Shown as a hit in G9a inh, of those listed so far:
canonical_smiles | G9a inh | Pol kappa inh | POLI inh | JMJD2A Tudor inh | BAZ2B block | BLM inh | Pol eta inh | APE1 inh
[O-]/C(=C(\C(=S)Nc1ccc(Cl)cc1)[n+]1ccccc1)c1ccc(OC(F)F)cc1 | 11µM* | 3% | 26% | ? | ? | -4% | -18% | -1%
Cc1ccn2c(Nc3c(C)cccc3C)c(-c3ccc(Cl)s3)nc2c1 | 7.1µM* | 2% | 18% | ? | 5.6µM* | -9% | -17% | ·
CCC(=C/c1sc2ccc3ccccc3c2[n+]1C)/C=C1\Sc2ccc3ccccc3c2N1C | 3.2µM* | -19% | 0% | 50µM* | 50µM* | -7% | -10% | ?

Later entries
Each structure is followed by: G9a inh, Pol kappa inh, POLI inh, POLB inh, JMJD2A Tudor inh, BAZ2B block, BLM inh, Pol eta inh, APE1 inh
- CC1=C(C(=O)OCC(C)C)C(c2ccsc2)C2=C(CCCC2=O)N1 (stereo not given)
  -11%[59 µM], -3%, 13%, 11%, 4%, 12%, -5%, ?, 2%
- CN(C)CC(C)(C)CNC(=O)c1cc(=O)c2ccccc2o1
  -33%[59 µM], 0%, 4%, -12%, -4%, -7%, 4%, -20%, -1%
- CCN(C(=O)COC(=O)c1cnc(C)cn1)C1CCCCC1
  -25%, -3%, -1%, -8%, -15%, -20%, 3%, 5%, 2%
- COc1ccc(-c2cc(=O)c3ccccc3n2C)cc1
  -8%[59 µM], -5%, 39%[activator], 22%, 4%, 6%, 4%, -12%, 0%
- COc1cc(C(=O)NCC2CCCO2)ccc1OCc1ccc(Cl)cc1 (stereo not given)
  -5%[2.33 µM], 7%, 14%, ·, 3%, 2%, ·, -12%, 10%

From PubChem BioAssay

The list is partial; count on the stated rates, not on these rows.
